RECQ1 helicase: RECQ1 (human) helicase inhibition; P46063; RECQ1 DNA unwinding, red fluorescence kinetic read; Potency, µM (series often up to 57.3 µM), inactives show at the top dose activity, negative = inhibition, hits mostly inhibitors; 240,000 compounds, 0.54% hits; AID 2549;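 note: plate controls were vehicle for no effect and no enzyme for full effect; nearly all actives have a fitted effect of over 30% in size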
Target sequence (P46063 whole entry, looked up): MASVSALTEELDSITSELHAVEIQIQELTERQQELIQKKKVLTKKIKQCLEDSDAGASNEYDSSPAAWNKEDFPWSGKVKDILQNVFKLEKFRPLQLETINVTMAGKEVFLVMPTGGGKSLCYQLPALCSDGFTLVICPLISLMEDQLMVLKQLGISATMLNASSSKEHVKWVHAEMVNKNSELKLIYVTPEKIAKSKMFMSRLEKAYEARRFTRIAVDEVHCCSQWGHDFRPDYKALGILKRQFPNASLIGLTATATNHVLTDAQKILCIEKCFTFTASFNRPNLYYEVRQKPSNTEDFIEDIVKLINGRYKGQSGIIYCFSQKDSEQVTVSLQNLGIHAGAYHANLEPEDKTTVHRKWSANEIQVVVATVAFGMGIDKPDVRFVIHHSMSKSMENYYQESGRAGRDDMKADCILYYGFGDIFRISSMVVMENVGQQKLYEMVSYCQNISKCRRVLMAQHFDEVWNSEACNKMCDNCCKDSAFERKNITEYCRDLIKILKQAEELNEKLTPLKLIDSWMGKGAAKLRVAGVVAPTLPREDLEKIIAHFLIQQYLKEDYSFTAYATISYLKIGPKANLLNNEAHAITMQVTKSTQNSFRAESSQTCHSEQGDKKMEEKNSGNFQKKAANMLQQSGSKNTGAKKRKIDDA
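50 nM RECQ1T1 preincubated 15 min with compound in Tris pH 8.0 buffer with MgCl2, DTT, Tween-20 and 2.5 ug/ml poly(dI-dC); started with 200 nM TAMRA/BHQ-2 forked duplex and 2 mM ATP. Unwinding read as fluorescence (525/598 nm), two reads 2 h apart.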
JMJD2E inh: inhibitors of human JMJD2E histone demethylase; B2RXH2; JMJD2E catalytic domain, FDH-coupled NADH fluorescence (FDH is formaldehyde dehydrogenase); Potency, µM (top dose mostly 57.1 µM), inactives show at the top dose activity change, negative = inhibition, hits mostly inhibitors; 230,000 compounds, 1.6% hits; AID 2147; active = well fitted inhibition curve with a large enough effect, not every such curve was filed as active; inconclusive = small, poorly fitted or top-dose-only effect, or another doubt; inactive = no such curve, though single readings can be large or run the other way;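 note: 0% = wells with enzyme and -100% = buffer wells without enzyme; nearly all actives have a fitted effect of over 50% in size; many of its hits are not listed in these tables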
NPSR antag: blocks cAMP signaling of the human neuropeptide S receptor. CHO-NPSR cells, cAMP TR-FRET, antagonist mode. Potency, µM (highest dose often 38.3 µM), for inactives: at the top dose activity change, negative = inhibition, usual class: inhibitors. 220,000 compounds, 1% hits. AID 1461; note: % is set by controls: 0 for no effect and ±100 for the full control effect; nearly all actives have a fitted effect of over 50% in size; many of its hits are not listed in these tables
SMN2 splice up: enhancers of SMN2 splice variant expression; Potency, µM (doses to about 46.1 µM), without a hit: at the top dose activity change, positive = activation, usual class: activators; HEK293 SMN2-luciferase splicing reporter, luminescence, 30-36 h; 210,000 compounds, 2.8% hits; note: % of control where 0% means no effect; nearly all actives have a fitted effect of over 55% in size
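HEK293 cells carry an SMN2 minigene-luciferase reporter in which exon 7 inclusion puts luciferase in frame. Cells were seeded at 2000 cells/well, attached for 10-12 hours, then exposed to compounds for 30-36 hours at 37C before ONE-Glo luminescence.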
IMPase Li inh: membrane-permeable IMPase blocker, potentiated with lithium | AID 1457 | 210,000 compounds, 0.35% hits | Potency, µM (top dose mostly 59.4 µM), inactives show at the highest dose activity, negative = IMPase inhibition, hits mostly inhibitors | CHO-M1 cells, IP1 TR-FRET (IP-One), carbachol + lithium;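 note: IP1 builds up when IMPase is blocked and the TR-FRET signal falls; plate controls were basal vehicle for no effect and high inhibitor control for full effect; nearly all actives have a fitted effect of over 50% in size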
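CHO cells stably expressing M1 receptor (2000/well, cultured 16–30 h) treated 30 min at 37C with compound plus low lithium. Cytosolic IP1 by TR-FRET (665/620 ratio and 620 channel) after 10 min lysis; AC50 by Hill fit.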
KinaseGlo FLuc: Kinase-Glo luciferase inhibition (counter-screen); Q27757; AID 1379; Potency, µM (titrated, usually from 38.3 µM), inactives show at the top dose activity change, negative = inhibition, most hits filed as inhibitors; 200,000 compounds, 0.28% hits; Kinase-Glo luciferase, ATP luminescence, 8 min; note: % is set by controls: 0 for no effect and ±100 for the full control effect; nearly all actives have a fitted effect of over 60% in size
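Kinase-Glo luciferase light output from ATP and luciferin was measured with 10 uM ATP, within the enzyme's linear range. Buffer: 50 mM imidazole pH 7.2, 50 mM KCl, 7 mM MgCl2, 0.01% Tween 20, 0.05% BSA; luminescence read after 8 min at ambient temperature.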
RGS12 GoLoco inh: RGS12 GoLoco-Gai1 interaction inhibition; P63096; Gai1:RGS12 GoLoco peptide FP, rhodamine, 10 min; Potency, µM (top dose mostly 61.6 µM), inactives show at the highest dose activity, negative = inhibition, usual class: inhibitors; 230,000 compounds, 0.44% hits; AID 880; active = well fitted inhibition curve with a large enough effect, not every such curve was filed as active; inactive = no such curve, though single readings can be large or run the other way; note: % is set by controls: 0 for no effect and ±100 for the full control effect; nearly all actives have a fitted effect of over 30% in size; many of its hits are not listed in these tables
Target sequence (P63096 whole entry, looked up): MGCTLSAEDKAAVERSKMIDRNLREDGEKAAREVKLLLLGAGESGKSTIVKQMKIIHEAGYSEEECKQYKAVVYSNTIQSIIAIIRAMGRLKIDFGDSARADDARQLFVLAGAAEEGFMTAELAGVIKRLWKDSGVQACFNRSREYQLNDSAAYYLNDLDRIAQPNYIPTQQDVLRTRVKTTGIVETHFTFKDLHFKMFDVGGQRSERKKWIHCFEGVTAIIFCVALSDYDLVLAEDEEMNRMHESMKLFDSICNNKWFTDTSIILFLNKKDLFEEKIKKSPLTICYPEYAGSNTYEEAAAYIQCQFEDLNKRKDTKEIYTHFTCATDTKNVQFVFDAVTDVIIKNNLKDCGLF
Epigenetic reg: derepresses silenced GFP reporter in murine cells. Potency, µM (top dose mostly 53.9 µM), for the others: at the highest dose GFP activation, hits mostly activators. murine LDR cells, GFP reporter derepression, 30 h. 280,000 compounds, 0.2% hits; note: % of control where 0% means no effect; nearly all actives have a fitted effect of over 60% in size
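GFP-positive cell count by laser-scanning cytometry (objects 20–120 um) after 30 h, 37 C compound exposure of murine LDR cells; reporter is CMV-GFP integrated at a silenced locus, inducible by HDAC or DNMT inhibitors.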
* marks the source's active call; other numbers are inactive results; i = inactive; ? = inconclusive; . = no result given; [ ] = another dose, or the depositor's remark. Unless noted, calls come from the whole dose curve; as a rule, active = well fitted curve in the direction sought with a large enough effect; inconclusive = small, poorly fitted or top-dose-only effect, or another doubt; inactive = no such curve, though single readings can be large; an effect the other way counts as inactive or inconclusive. Potency is the fitted concentration of half-maximal effect. The list is partial; count on the stated rates, not on these rows.

SMILES	RECQ1 helicase	JMJD2E inh	NPSR antag	SMN2 splice up	IMPase Li inh	KinaseGlo FLuc	RGS12 GoLoco inh	Epigenetic reg
O=C(O)c1cccc(N2CCCC2=O)c1	-6%	-4%	-11%[46.1 µM]	-2%	5%[38.3 µM]	7%	-1%	-1.2%
Cc1cc(=O)[nH]c(SCC(=O)Nc2ccc(S(=O)(=O)N3CCOCC3)cc2)n1	i	-1%	-3%[46.1 µM]	1%	-19%[38.3 µM]	1%	13%	-0.9%
CC(C)C(=O)N1CCN(CCN=CC2=C(O)CC(c3ccco3)CC2=O)CC1 (stereo not given)	4%	-16%	0%[46.1 µM]	-1%	2%[38.3 µM]	1%	-24%	-4.3%
CN(Cc1nc(-c2cnccn2)no1)Cc1cccc2ccccc12	i	?	1%	-10%	13%	-3%	15%	-2.7%
O=C(O)COc1ccc(C(=O)c2cccs2)c(Cl)c1Cl	i	.	.	.	-15%	2%[39.9 µM]	10%	-0.3%
Cc1ccc(NC(=O)COC(=O)c2csc3c2CCC(C)C3)cc1S(=O)(=O)N1CCCCC1 (stereo not given)	-8%	-6%	-20%	-29%	-9%	2%	9%	-1.8%
CCN1C(=O)c2cccc3c(S(=O)(=O)NCc4ccccn4)ccc1c23	i	?	2%[46.1 µM]	22%	-6%[38.3 µM]	-8%	1%	1.0%
CC(=O)Nc1ccc(S(=O)(=O)N(c2cccnc2)S(=O)(=O)c2ccc(NC(C)=O)cc2)cc1	-3%	4%	-8%[46.1 µM]	19%	-1%	3%	6%	0.0%
COC(=O)C(Cc1ccccc1)P(=O)(c1ccccc1)c1ccccc1 (stereo not given)	4%	2%	15%	-14%	6%	2%	2%	-5.6%
Cc1ccc2nsnc2c1NC(=S)NC(=O)c1ccco1	i	2%	-18%	-8%	-9%	1%	6%	-1.1%
CC(C1CC2CCC1C2)n1c(-c2ccco2)n[nH]c1=S (stereo not given)	-1%	?	-27%	-21%	-4%	7%	8%	1.1%
COc1cccc(CNc2nc3nc(C)c(Cl)c(C)n3n2)c1	?	?	-9%[46.1 µM]	?	16%[38.3 µM]	1%	-7%	-3.2%
Nc1c(S(=O)(=O)c2ccccc2)c2nc3ccccc3nc2n1/N=C/c1ccco1	?	?	?	-34%[inhibitor]	-3%[38.3 µM]	-4%	84%[activator]	8.2%
C=CCNC(=S)NNc1nc(Nc2ccccc2)nc(N2CCCCC2)n1	-13%	1%	?	.	7%	1%	12%	0.2%
COc1ccc2c(c1)c(=O)c(C(=O)c1ccccc1)cn2Cc1ccccc1	-11%	0%	-21%	-8%	13%	2%	1%	-1.4%
COc1ccc(N2C(=O)CC(Sc3nccc(C)n3)C2=O)cc1 (stereo not given)	-15%	-2%	-6%[46.1 µM]	-4%	-8%[38.3 µM]	-2%	-3%	-0.1%
Cn1cc([C@@H]2C[C@H]3CN(Cc4cccc(Cl)c4)C(=O)[C@]34CCCN24)c(-c2ccccc2)n1	i	1%	-1%	.	16%	-1%	7%	1.0%
CCN(CC)C(=O)CN1C(=O)/C(=C/c2ccccc2)SC1=S	-4%	1%	?	.	.	.	9%	5.1%
COC(=O)c1cc(NS(=O)(=O)c2ccc(N3CCOCC3)c(NC(C)=O)c2)cc(C(=O)OC)c1	-12%	4%	10%	23%	-1%	-1%	7%	0.0%
CN(C)NC1=CC(=[N+]2CCCC2)CC(C)(C)C1	-2%	?	11%	-1%	3%	-2%	-14%	8.8%

2 records drawn at random from the list so far:
SMILES	RECQ1 helicase	JMJD2E inh	NPSR antag	SMN2 splice up	IMPase Li inh	KinaseGlo FLuc	RGS12 GoLoco inh	Epigenetic reg
COC(=O)C(Cc1ccccc1)P(=O)(c1ccccc1)c1ccccc1 (stereo not given)	4%	2%	15%	-14%	6%	2%	2%	-5.6%
O=C(O)COc1ccc(C(=O)c2cccs2)c(Cl)c1Cl	i	.	.	.	-15%	2%[39.9 µM]	10%	-0.3%

Next section.
SMILES	RECQ1 helicase	JMJD2E inh	NPSR antag	SMN2 splice up	IMPase Li inh	KinaseGlo FLuc	RGS12 GoLoco inh	Epigenetic reg
CC1CN(C(=O)CN2C(=O)c3ccccc3C2=O)CC(C)O1 (stereo not given)	i	2%	-2%[46.1 µM]	13%	3%[38.3 µM]	-6%	4%	3.8%
COc1ccc(-c2nnn(CC(=O)NCCc3ccc(OC)c(OC)c3)n2)cc1	-5%	-17%	-2%	.	5%	0%	14%	0.0%
O=C1OCC2=C1C(c1ccc(F)cc1)Sc1ccccc1N2 (stereo not given)	i	-3%	-26%[46.1 µM]	-20%	34%[activator][38.3 µM]	-3%	9%	-0.6%
COc1ccccc1C(=O)NCc1ccc2c(c1)OCO2	7%	5%	-22%[46.1 µM]	-11%	-6%[38.3 µM]	-1%	1%	0.7%
CCCCOC(=O)c1nnc(-c2ccccc2)o1	i	-2%	-8%	.	.	.	15%	0.7%
COc1ccc(-n2c(=S)[nH]c3c(sc(=S)n3-c3ccccc3)c2=O)c(OC)c1	i	-7%	3%	.	-5%	.	-3%	-0.2%
Cc1ccccc1NC(=O)c1ccccc1NC(=O)CCC(=O)O	-8%	-3%	0%	15%	-6%	-7%	13%	-0.9%
CCOC(=O)C1=C(C)N(CCCC(=O)O)C(=O)NC1c1ccccc1OS(=O)(=O)c1ccc(C)cc1 (stereo not given)	-3%	5%	-1%	5%	5%	-1%	4%	-1.2%
CCOC(=O)C1CCCN(Cc2cccc(Cl)c2)C1 (stereo not given)	-1%	?	3%[46.1 µM]	15%	-5%	1%	-4%	-2.0%
CN1CCN(C(=O)c2cccc(S(=O)(=O)N3CCCCC3)c2)CC1	0%	2%	7%[46.1 µM]	11%	-8%[38.3 µM]	-9%	8%	0.0%
CS(=O)(=O)N(CC(=O)N1CCN(c2ccccc2F)CC1)c1cccc(C(F)(F)F)c1	2%	6%	-12%[46.1 µM]	-30%	-5%[38.3 µM]	-6%	8%	-1.1%
CC(C)(C)NC(=O)NC(=O)COC(=O)c1c(F)cccc1Cl	i	10%	2%	3%	-1%	-1%	1%	-1.3%
O=Cc1cccn1-c1cccnc1	-10%	1%	-10%	.	2%	0%	7%	0.1%
O=C(CN1CCN(c2nc(-c3ccccc3)cs2)CC1)Nc1ccc2c(c1)OCO2	-4%	5%	-24%[46.1 µM]	-16%	34%[activator][38.3 µM]	0%	14%	0.0%
CCOc1cc(S(=O)(=O)NCc2ccco2)c(OCC)cc1-n1cnnn1	i	?	-7%[46.1 µM]	16%	4%[38.3 µM]	-1%	4%	2.4%
Cc1cccc(NC(=S)N=Nc2c(O)n(CN3CCOCC3)c3ccccc23)c1C	0%	10%	-29%[46.1 µM]	-64%[inhibitor]	8%	1%	19%	?
O=C(CC(c1ccccc1)c1cc(Br)ccc1O)NCc1ccco1 (stereo not given)	-9%	-1%	-26%[46.1 µM]	2%	18%[38.3 µM]	2%	10%	-2.1%
Cc1c(Cc2ccccc2)sc(NC(=O)c2ccco2)c1C(N)=O	i	?	-11%[46.1 µM]	-15%	6%	-1%	-4%	5.9%
C/C(=N\NC(=O)c1ccc(-c2ccccc2)cc1)c1cccc(N)c1	-7%	6%	-19%	.	5%	-2%	2%	8.8%
O=C(Cc1ccc(F)cc1)Nc1ccc(S(=O)(=O)N2CCCCC2)cc1	-11%	-9%	41%	.	9%	-4%	-1%	-0.6%
Cn1cccc1C(=O)N1CCC[C@@]2(CCN(C(=O)Nc3cccc(C#N)c3)C2)C1	-12%	.	.	1%	1%	2%	5%	.
O=C(C1CCCN1S(=O)(=O)c1cccc2cccnc12)N1CCc2ccccc21 (stereo not given)	-4%	-11%	-18%[46.1 µM]	-7%	6%[38.3 µM]	19%	-2%	1.0%
O=C1CCCC(O)=C1C(C#Cc1ccccc1)C1=C(O)CCCC1=O	1%	?	-17%[46.1 µM]	-4%	10%[38.3 µM]	0%	-36%	-9.5%
O=C(COC(=O)c1ccccc1Nc1ccccc1)c1ccccc1	-8%	?	-25%[46.1 µM]	10%	0%[38.3 µM]	-1%	-5%	0.0%
NC(=O)Cn1nnc(-c2ccc(NC(=O)c3ccc(F)cc3)cc2)n1	-2%	-28%	6%	14µM*	-7%	-1%	5%	-2.9%
CCOCCCNS(=O)(=O)c1ccc(OC)c(Cl)c1Cl	i	7%	-21%[46.1 µM]	-4%	7%	-3%	5%	5.9%
COC(=O)[C@H](CC(C)C)NC(=O)CCc1nnc(COc2ccccc2)o1	i	-4%	-12%	.	3%	.	-23%	0.0%
C=CCn1ccc(=NC=C(C#N)C#N)c2ccccc21	-17%	-6%	4%	.	.	.	9%	2.5%
NC(=O)C[C@@H]1NC(=O)[C@H](CCC(=O)O)NC(=O)c2cc([N+](=O)[O-])cc(I)c2OCC[C@@H](C(N)=O)NC1=O	8%	6%	20%	0%	-5%	-3%	-3%	-1.0%
CCOC(=O)C(=CNNc1ccsc1C(=O)OC)C(=O)OCC	-2%	-16%	9%	.	.	.	3%	-2.5%
CC(C)Cc1ccc(S(=O)(=O)Nc2ccccn2)cc1	-6%	?	12%	.	.	.	0%	4.2%
CN(C)S(=O)(=O)N(CC(=O)N1CCN(c2ccccc2)CC1)c1ccccc1	-9%	-1%	-10%	.	3%	0%	-7%	4.3%
COc1ccc(CCNc2c(N)n(Cc3ccccc3)c(=O)[nH]c2=O)cc1OC	i	?	-10%[46.1 µM]	16%	25%[38.3 µM]	2%	17%	0.0%
CCCc1nc(SCC(=O)NCc2ccco2)c2c(=O)n(C)c(=O)n(C)c2n1	-11%	-1%	-11%[46.1 µM]	-20%	-3%[38.3 µM]	0%	4%	0.0%
CCOc1ccc(NC(=O)C2CCN(S(=O)(=O)c3cccnc3)CC2)cc1	-13%	-1%	-6%[46.1 µM]	2%	24%[38.3 µM]	1%	10%	1.8%
NC(=O)COC(=O)c1cccc(NS(=O)(=O)/C=C/c2ccccc2)c1	-3%	8%	18%	-7%	-3%	2%	1%	2.0%
O=C(CCCc1ccccc1)N1CCc2ccccc21	-4%	2%	-17%[46.1 µM]	11µM*	3%[38.3 µM]	-1%	2%	-10%

Source: PubChem (National Center for Advancing Translational Sciences (NCATS))
